# High-throughput results from PubChem.
# U2OS ROS induce: cancer cell ROS induction; U2OS ROS induction, H2DCF-DA fluorescence; ROS induction (% of piperlongumine), % at 10 µM; 46,000 tested, 2% active; in the data active = ROS induction above about 79%, passing the limit was not always enough; inconclusive = no clear call, values can overlap the other calls;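 also: 0% = DMSO vehicle median and 100% = reference compound median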
# An asterisk follows results filed as active; ? = inconclusive. Not all compounds are listed; count on the stated rates, not on these rows.
SMILES | U2OS ROS induce
C[C@@H]1CCCCO[C@@H](CN(C)C(=O)Nc2cccc3ccccc23)[C@@H](C)CN([C@H](C)CO)C(=O)c2cc(NC(=O)Nc3cccc4ccccc34)ccc2O1 | 48
C[C@H]1CN([C@@H](C)CO)C(=O)CCCn2nncc2CO[C@@H]1CN(C)S(=O)(=O)c1ccc(-c2ccccc2)cc1 | 56
C[C@H](CO)N1C[C@H](C)[C@H](CN(C)Cc2ccc(Oc3ccccc3)cc2)Oc2ccc(N(C)C)cc2CC1=O | 28
C[C@@H]1CN([C@H](C)CO)C(=O)Cc2cc(NC(=O)NC3CCCCC3)ccc2O[C@H]1CN(C)C(=O)Nc1ccc(F)cc1 | -1
COCc1cc(=O)[nH]c(SCC(=O)c2ccccc2)n1 | 8
C[C@H](CO)N1C[C@H](C)[C@H](CN(C)S(C)(=O)=O)Oc2c(NS(=O)(=O)c3cn(C)cn3)cccc2C1=O | -5
CC(C)C[C@](O)(C(=O)OCc1ccc(O[C@@H]2O[C@H](CO)[C@@H](O)[C@H](O)[C@H]2O)cc1)[C@H](O)C(=O)OCc1ccc(O[C@@H]2O[C@H](CO)[C@@H](O)[C@H](O)[C@H]2O)cc1 | -10
O=C(CSc1nc2c(c(C(F)(F)F)n1)CCCC2)Nc1cccc(Cl)c1Cl | 14
C[C@@H]1CN([C@@H](C)CO)C(=O)c2cc(NS(=O)(=O)c3cccs3)ccc2O[C@@H]1CN(C)Cc1ccncc1 | 6
CS(=O)(=O)N(CC(=O)Nc1ccccc1-c1ccccc1)c1ccc2c(c1)OCCO2 | 6
O=C(CSc1nc2ccccc2c(=O)n1CCc1ccccc1)c1ccc(Cl)cc1 | -6
C[C@@H]1CN([C@H](C)CO)C(=O)Cc2cc(NS(=O)(=O)c3ccc(Cl)cc3)ccc2O[C@H]1CN(C)S(=O)(=O)c1ccccc1 | 8
Cc1cccc2c1-c1sc(C(=O)NCCN(C)C3CCCCC3)cc1CO2 | -12
CC(=O)c1ccccc1OCC(O)CNC1CCCC1 (stereo unspecified) | -3
COC(=O)c1cc(OC)c(OC)cc1NC(=S)N1CCC(C(N)=O)(N2CCCCC2)CC1 | 11
N#Cc1ccc(-c2cccs2)nc1SCCOc1ccccc1 | 4
CC1CCCCC1NC(=O)C1CCN(Cc2cnn(-c3ccccc3)c2-n2cccc2)CC1 (stereo unspecified) | 5
C[C@H]1CN([C@@H](C)CO)C(=O)c2cccc(NC(=O)Nc3ccc4c(c3)OCO4)c2O[C@H]1CN(C)C(=O)Nc1ccc2c(c1)OCO2 | 5
C[C@@H]1CN([C@H](C)CO)C(=O)Cc2cc(NS(=O)(=O)c3ccc(F)cc3)ccc2O[C@@H]1CN(C)C(=O)Nc1ccc(F)cc1 | -2
Cc1ccc2c(c1)-c1onc(C(=O)N(CC(C)C)CC(C)C)c1CO2 | -6
C[C@@H]1CCCCO[C@H](CN(C)C(=O)Nc2ccc(C(F)(F)F)cc2)[C@@H](C)CN([C@H](C)CO)C(=O)c2cc(NC(=O)Nc3ccc(F)cc3)ccc2O1 | 32
C[C@@H]1CCCCO[C@@H](CN(C)S(=O)(=O)c2ccc(Cl)cc2)[C@@H](C)CN([C@H](C)CO)C(=O)c2cc(NC(=O)CCCN(C)C)ccc2O1 | 20
Cc1noc(C)c1NC(=O)Nc1ccc2c(c1)C(=O)N([C@@H](C)CO)C[C@H](C)[C@H](CN(C)C)O2 | 4
Cc1noc(C)c1NC(=O)N(C)C[C@H]1Oc2ccc(NC(=O)CCN3CCOCC3)cc2C(=O)N([C@H](C)CO)C[C@H]1C | 0

# Arranged by heavy-atom count (ascending): three of the compounds above.
SMILES | U2OS ROS induce
N#Cc1ccc(-c2cccs2)nc1SCCOc1ccccc1 | 4
Cc1ccc2c(c1)-c1onc(C(=O)N(CC(C)C)CC(C)C)c1CO2 | -6
COC(=O)c1cc(OC)c(OC)cc1NC(=S)N1CCC(C(N)=O)(N2CCCCC2)CC1 | 11

# Other entries
SMILES | U2OS ROS induce
CCN1CCCC1CNC(=O)c1ccc2c(c1)sc1nc(-c3ccc(C)cc3)cn12 (stereo unspecified) | -4
C[C@H]1CN([C@@H](C)CO)C(=O)c2cccc(NS(C)(=O)=O)c2O[C@H]1CN(C)Cc1ccc(C(=O)O)cc1 | -6
NNC(=O)CC12CC3CC(CC(C3)C1)C2 | 12
C[C@H](CO)N1C[C@H](C)[C@H](CN(C)Cc2ccc(-c3ccccc3)cc2)Oc2ccc(NC(=O)Nc3ccc(C(F)(F)F)cc3)cc2C1=O | ?
O=Nc1c(-c2c(O)[nH]c3ccc(S(=O)(=O)O)cc23)[nH]c2ccccc12 | -19
C[C@H](CO)N1C[C@H](C)[C@@H](CN(C)S(=O)(=O)c2ccc(Cl)cc2)Oc2c(NC(=O)NC3CCCCC3)cccc2C1=O | 27
Cc1[nH]n(-c2ccccc2)c(=O)c1Sc1ccc(Cl)cc1 | -6
N#C/C(=C/c1ccc(O)c(O)c1)C(=O)OC/C=C/c1ccccc1 | 2
Cc1ccc(S(=O)(=O)NCCC(=O)Oc2ccc3c(=O)c(-c4ccc(F)cc4)coc3c2)cc1 | 1
C[C@H](CO)N1C[C@H](C)[C@H](CN(C)Cc2ccc3c(c2)OCO3)Oc2ncc(C#CCN(C)C)cc2C1=O | 4
C[C@@H]1CCCCO[C@H](CN(C)C(=O)C2CCCCC2)[C@@H](C)CN([C@H](C)CO)C(=O)c2cc(NC(=O)Nc3ccccc3)ccc2O1 | 12
O=C(COc1cccc(-c2cnc3ccccc3n2)c1)c1ccccc1 | 12
CC(C)NC(=O)C(Cc1ccccc1)N1C(=O)c2ccccc2C1=O (stereo unspecified) | -7
C[C@@H]1CCCCO[C@H](CN(C)Cc2ccc(C(=O)O)cc2)[C@@H](C)CN([C@H](C)CO)C(=O)c2cc(NS(=O)(=O)c3cn(C)cn3)ccc2O1 | 11
CCn1c(Sc2ncnc3c2sc2nc(C)cc(C)c23)nnc1-c1cccs1 | 6
C[C@@H]1CN([C@H](C)CO)C(=O)Cc2cc(NS(=O)(=O)c3ccc(F)cc3)ccc2O[C@H]1CN(C)C(=O)Nc1ccc(F)cc1 | -8
Cc1ccc(S(=O)(=O)N(C)C[C@@H]2OCc3cnnn3CCCC(=O)N([C@@H](C)CO)C[C@@H]2C)cc1 | 17
C[C@H]1CN([C@@H](C)CO)C(=O)c2cc(NS(=O)(=O)c3cn(C)cn3)ccc2O[C@@H]1CN(C)C(=O)Nc1cccc2ccccc12 | 2
COc1ccc(S(=O)(=O)Nc2ccc3c(c2)CC(=O)N([C@H](C)CO)C[C@@H](C)[C@@H](CN(C)S(C)(=O)=O)O3)cc1 | -8
CSc1ccccc1NC(=O)CN(C)S(=O)(=O)c1ccc(Br)cc1 | 16
COc1ccc(NC(=O)N(C)C[C@@H]2Oc3ccc(NC(=O)Nc4ccccc4)cc3C(=O)N([C@H](C)CO)C[C@@H]2C)cc1 | 23
C[C@H]1CN([C@@H](C)CO)C(=O)Cc2cc(NC(=O)c3ccncc3)ccc2O[C@@H]1CN(C)C(=O)Nc1ccc(C(F)(F)F)cc1 | 7
O=C(C[n+]1ccc(/C=N/O)cc1)N1CCCCC1 | 12
COc1ccc(NC(=O)Nc2ccc3c(c2)C(=O)N([C@H](C)CO)C[C@@H](C)[C@@H](CN(C)S(=O)(=O)c2ccc(OC)cc2)O3)cc1 | -7
C[C@@H]1CN([C@H](C)CO)C(=O)Cc2cc(NC(=O)Nc3cccc4ccccc34)ccc2O[C@H]1CN(C)Cc1ccc(C(=O)O)cc1 | 1
CC(C)NC(=O)Nc1cccc2c1O[C@@H](CN(C)C)[C@@H](C)CN([C@@H](C)CO)C2=O | -9
C[C@H]1CN([C@@H](C)CO)C(=O)c2cccc(NC(=O)Nc3ccc4c(c3)OCO4)c2O[C@H]1CN(C)Cc1ccc(C(=O)Nc2ccccc2N)cc1 | 11
Cc1ccc(S(=O)(=O)c2cc3c(=O)n4ccccc4nc3n(Cc3ccccc3)c2=N)cc1 | -5
COc1ccc(NC(=O)Nc2cccc3c2O[C@@H](CN(C)C(=O)Nc2ccc4c(c2)OCO4)[C@H](C)CN([C@@H](C)CO)C3=O)cc1 | 2
Cc1noc(C)c1S(=O)(=O)Nc1ccc2c(c1)CC(=O)N([C@@H](C)CO)C[C@H](C)[C@H](CN(C)Cc1ccc(Oc3ccccc3)cc1)O2 | 46
CCC1CCCCN1CCCNc1nc(=S)[nH]c2ccccc12 (stereo unspecified) | 9
O=C(CSc1nc2ccccc2s1)NO | -14
C=C1C(=O)O[C@@H]2/C=C(\CO)CCC/C(C)=C/[C@H](O)C12 (stereo partly specified) | 45
Cc1ccc(S(=O)(=O)N(C)C[C@@H]2Oc3c(NS(=O)(=O)c4ccc(F)cc4)cccc3C(=O)N([C@H](C)CO)C[C@H]2C)cc1 | -11
O=C(NCc1ccccn1)c1ccc(Cn2cc(Br)cn2)o1 | -1
CC[N+]1=C(C)C(C)(C)c2cc(-c3ccccc3)ccc21 | 53
Cc1nn(-c2ccccc2)c(-n2cccc2)c1C(=O)N1CCCC1 | -10
Cc1ccc(/C(N)=N/O)cc1 | -16
CCC1(C)Cc2ccccc2-c2nc3[nH]nc(SCC(=O)Nc4ccc(OC)c(Cl)c4)n3c(=O)c21 (stereo unspecified) | -15
COc1ccc(NC(=O)Nc2ccc3c(c2)C(=O)N([C@@H](C)CO)C[C@H](C)[C@@H](CN(C)S(C)(=O)=O)O3)cc1 | 2
Cc1ccccc1CSCc1ccc(C(=O)NCc2cccs2)o1 | 2
CC1=CS(=O)(=O)CC1SC(=S)N(C)C1CCS(=O)(=O)C1 (stereo unspecified) | -1
COc1ccc(NC(=O)N(C)C[C@H]2Oc3c(NC(=O)Nc4c(C)noc4C)cccc3C(=O)N([C@H](C)CO)C[C@H]2C)cc1 | -2
CCOC(=O)c1c(/N=C/C2C(=O)c3ccccc3C2=O)sc(C)c1C | -11
COc1ccc(N(CC(=O)Nc2ccccc2OC)S(C)(=O)=O)cc1Cl | 3
COc1ccc(CCNS(=O)(=O)c2cc([N+](=O)[O-])ccc2C)cc1OC | -2
Cc1nnc(-c2ccccc2)c(=O)n1/N=C/c1ccc2c(c1)OCO2 | 5
CN(C)CCN(C(=O)C1CCCCC1)c1nc2ccc(Br)cc2s1 | 94*

# A stretch taken from the entries so far, as a working copy:
SMILES | U2OS ROS induce
Cc1nn(-c2ccccc2)c(-n2cccc2)c1C(=O)N1CCCC1 | -10
Cc1ccc(/C(N)=N/O)cc1 | -16
CCC1(C)Cc2ccccc2-c2nc3[nH]nc(SCC(=O)Nc4ccc(OC)c(Cl)c4)n3c(=O)c21 (stereo unspecified) | -15
COc1ccc(NC(=O)Nc2ccc3c(c2)C(=O)N([C@@H](C)CO)C[C@H](C)[C@@H](CN(C)S(C)(=O)=O)O3)cc1 | 2
Cc1ccccc1CSCc1ccc(C(=O)NCc2cccs2)o1 | 2

# Further results.
SMILES | U2OS ROS induce
CC(C)c1cccc(C(C)C)c1OC(=O)NC(=O)c1c(F)cccc1F | -5
CCOc1c(S(=O)(=O)NC2CC(C)(C)NC(C)(C)C2)ccc(Cl)c1Cl | -6
Cc1ccc(OC(=O)c2cc3ccccc3o2)cc1 | 1
O=C(NO)c1cccc(C(=O)N/N=C/c2ccc(B(O)O)cc2)c1 | -8
Cc1c(C(=O)Nc2ccc(S(=O)(=O)N3CCCCC3C)cc2)oc2ccccc12 (stereo unspecified) | 29
CC(C)NC(=O)N(C)C[C@@H]1Oc2ncc(Br)cc2C(=O)N([C@H](C)CO)C[C@@H]1C | 23
O=C(NCCc1ccccn1)c1ccc2nccnc2c1 | -11
CNC[C@@H]1Oc2ccc(NC(=O)Nc3c(C)noc3C)cc2C(=O)N([C@H](C)CO)C[C@H]1C | -6
C[C@H]1CN([C@@H](C)CO)C(=O)c2cccc(NC(=O)c3cnccn3)c2O[C@H]1CN(C)S(C)(=O)=O | 0
CO[C@H]1O[C@H](CO)[C@@H](OC(=O)Nc2cccc(F)c2)[C@@H]2OC(=O)[C@@H](Cc3ccccc3)C/C=C/C[C@H](Cc3ccccc3)C(=O)O[C@@H]12 | 19
CCc1n[nH]c(=S)c2cc3sccc3n12 | 14
COc1ccc(S(=O)(=O)N(C)C[C@H]2Oc3c(NC(=O)c4cc(C)nn4C)cccc3C(=O)N([C@@H](C)CO)C[C@@H]2C)cc1 | -3
C[C@H]1CN([C@@H](C)CO)C(=O)Cc2cc(NS(=O)(=O)c3ccccc3)ccc2O[C@H]1CN(C)C(=O)Nc1cccc2ccccc12 | -10
Cc1cc(Oc2ccccc2)nc(Oc2ccc(OCCOc3ccc(Br)cc3)nn2)n1 | -1
Cc1ccccc1S(=O)(=O)N1CCN(Cc2cccc(OCCO)c2)CC1 | 0
CN(C)/C=C/C(=O)c1ccsc1 | 8
C[C@H]1CN([C@@H](C)CO)C(=O)c2cccc(NC(=O)C3CCOCC3)c2O[C@@H]1CN(C)S(=O)(=O)c1ccc(F)cc1 | -3
C[C@H](CO)N1C[C@H](C)[C@H](CN(C)S(=O)(=O)c2ccc(F)cc2)Oc2ccc(NC(=O)CCC(F)(F)F)cc2C1=O | -6
C[C@@H]1CN([C@H](C)CO)C(=O)c2cc(N(C)C)ccc2O[C@@H]1CN(C)Cc1ccc(Oc2ccccc2)cc1 | -15
C[C@@H]1CN([C@@H](C)CO)C(=O)c2cccc(NC(=O)c3nc4ccccc4s3)c2O[C@@H]1CN(C)Cc1ccc(Cl)c(Cl)c1 | 31
CC(C)CCOc1ccccc1C(N)=O | -1
C[C@@H]1CN([C@H](C)CO)C(=O)c2cccc(NC(=O)c3ccncc3)c2O[C@@H]1CN(C)Cc1ccc(C(=O)Nc2ccccc2N)cc1 | 17
C=C1C(=O)[C@@]23CCC4[C@](C)(C(=O)O)CCC[C@@]4(C)[C@@H]2CC[C@@H]1C3 (stereo partly specified) | -11
COc1ccc(S(=O)(=O)Nc2cccc3c2O[C@H](CN(C)C)[C@H](C)CN([C@@H](C)CO)C3=O)cc1 | -9
